Screening results from PubChem.
IkB sig inh = IkB Signaling; ABC-DLBCL IkBa-CBG/CBR dual luciferase ratio, 4 h; response scale: scaled: untreated 0%, proteasome inhibitor 100%; Potency, µM (doses to about 57.1 µM), for inactives: at the highest dose IkBa stabilization activation; 110,000 tested, 0.04% active; AID 445, 2006; active means well fitted curve in the direction sought with a large enough effect in the signal ratio, not every such curve was filed as active; inconclusive means small, poorly fitted or top-dose-only effect, or a change in a side signal; the % refers to the signal ratio;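 further: the direction sought is a rising ratio; 0% = basal untreated cells and 100% = reference inhibitor full response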
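Luminescence ratio of IκBα-fused green versus native red beetle luciferase in OCI-Ly3 cells, 4 h post-doxycycline with compound; red signal alone, scaled from basal (0%) to zero light (-100%), flagged nonspecific or cytotoxic effects.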
Imprint erasure = qHTS Assay for Compounds that Induce Erasure of Genomic Imprints; mouse ES Peg3-LacZ reporter, beta-gal luminescence, 40 h; Potency, µM (series often up to 60.7 µM), without a hit: at the highest dose activity change, positive = activation, usual class: activators; 110,000 tested, 0.02% active; AID 1948, 2009;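 further: 0% = negative control wells on the plate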
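Gelatin-coated wells received 300 freshly trypsinized female ES cells with a Peg3LacZ-Neo reporter on the maternal allele, then incubated 40 hours at 37C. BetaGlo was added for 5 minutes at room temperature before a single luminescence read.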
p53ts 32C kill = qHTS Screen for Compounds that Selectively Target Cancer Cells with p53 Mutations: Cytotoxicity of p53ts Cells at the Permissive Temperature; AID 924, 2007; 130,000 tested, 0.93% active; H1299-p53A138V at 32C, ATP luminescence viability, 24 h; Potency, µM (titrated, usually from 46.1 µM), without a hit: at the highest dose activity change, negative = cytotoxicity, hits mostly cytotoxic;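 further: 0% = DMSO and -100% = full killing by reference compound; nearly all actives have a fitted effect of over 55% in size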
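H1299-p53 A138V cells (temperature-sensitive p53) exposed 24 h to up to 46 uM compound at 32C, where p53 is wild-type in conformation. Viability read as ATP luminescence and normalised to DMSO and 100 uM tamoxifen. AC50 fitted with the Hill equation.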
p53ts 39C tox = qHTS Screen for Compounds that Selectively Target Cancer Cells with p53 Mutations: Cytotoxicity of p53ts Cells at the Nonpermissive Temperature | H1299-p53A138V viability at 39C, ATP luminescence, 24 h | Potency, µM (doses to about 46.1 µM), for the others: at the highest dose activity change, negative = cell killing, usual class: cytotoxic | 130,000 tested, 1.5% active; further: nearly all actives have a fitted effect of over 55% in size
Numbers without * were called inactive; ? = inconclusive; . = no result given; [ ] = another dose, or the depositor's remark. Unless noted, the call rests on the fitted dose curve; in most records, active means well fitted curve in the direction sought with a large enough effect; inconclusive means small, poorly fitted or top-dose-only effect, or another doubt; inactive means no such curve, though single readings can be large; an effect the other way counts as inactive or inconclusive. Unless noted, on the % scale 0 is the no-effect control and ±100 the full control effect; potency means the concentration at half of the fitted maximal effect. Random draw from the library; about 1.7% have a hit in one of these screens.

| structure | IkB sig inh | p53ts 32C kill | Imprint erasure | p53ts 39C tox |
| --- | --- | --- | --- | --- |
| CCc1nc2nc(C)c(NS(=O)(=O)c3ccc(C)cc3)c(=O)n2[nH]1 | -2.7% | 1% | -7%[10.9 µM] | 14% |
| CCc1cc(C(=O)NNC(=S)Nc2ccccc2C)cs1 | . | -21% | . | -15% |
| Cc1ccccc1NC(=O)Cn1c(=O)n(CCCC(=O)NCc2ccc3c(c2)OCO3)c(=O)c2ccccc21 | 6.8% | 2% | -6%[10.9 µM] | -3% |
| CCc1ccccc1N1C(=O)N(Cc2cc(=O)n3ccccc3n2)c2ccccc2S1(=O)=O | ? | -6% | 10%[10.9 µM] | -22% |
| Cc1ccc(Cl)cc1-n1ncc2c(Nc3ccc4c(c3)OCCO4)ncnc21 | ? | -5% | -12%[10.9 µM] | -17% |
| Cc1ccc(NC(=O)Cn2nnc3sc4c(c3c2=O)CCC(C)C4)cc1 (stereo not drawn) | -2.7% | 0% | -12%[10.9 µM] | -22% |
| Cc1cccc(OCC(=O)Nc2nonc2-c2ccc(Br)cc2)c1C | -1.0% | 1% | 4%[10.9 µM] | -3% |
| O=C(O)c1ccc(CN2CCCCC2)o1 | 0.1% | -1% | 5% | 11% |
| OC1(c2ccccc2F)CCN(Cc2nnnn2CCc2ccccc2)CC1 | 0.5% | 6% | 4% | 2% |
| Cc1cc(C)nc(SCC(=O)Oc2ccc3oc(=O)cc(C)c3c2)n1 | 1.8% | -6% | -29% | -2% |
| O=C(CSc1nnc(-c2cccnc2)n1-c1ccc(F)cc1)NCc1ccc2c(c1)OCO2 | . | -5% | . | -8% |
| O=C1CC(N(Cc2ccc3c(c2)OCO3)C(=O)Nc2ccc(F)cc2)C(=O)N1c1ccccc1 (stereo not drawn) | 3.6% | 2% | -4% | -2% |
| COC(=O)c1cccc(NC(=O)c2cnoc2C)c1 | . | -27% | . | -2% |
| CCc1ccc(NC(=O)c2ccc(F)c(S(=O)(=O)NCCc3ccc(OC)c(OC)c3)c2)cc1 | ? | 8% | -23%[10.9 µM] | -14% |
| COc1cccc(C(c2sc3nc(-c4ccco4)nn3c2O)N2CCOCC2)c1 (stereo not drawn) | -2.8% | -13% | -11%[10.9 µM] | -4% |
| Cn1nc(C(=O)NCc2cccc(Cl)c2)c2c1-c1ccccc1S(=O)(=O)C2 | -0.5% | -1% | -14%[10.9 µM] | -3% |
| Cc1cc(C)c2c(CN3CCN(Cc4ccc5c(c4)OCO5)CC3)cc(=O)oc2c1C | -1.6% | -1% | -2% | 4% |
| CSc1nc(C)cc(OCNC(=O)c2cccs2)n1 | -0.4% | 1% | -5% | 15% |
| O=C(O)[C@H](/C=C\c1ccccc1)c1ccccc1 | -1.7%[11.4 µM] | 6%[9.22 µM] | -5%[10.9 µM] | 4%[9.22 µM] |
| CC(C)(C)OC(=O)[C@H]([C@@H]1N[C@@H](C(=O)O)C(C)(C)S1)N1C(=O)c2ccccc2C1=O | 0.9%[11.4 µM] | 6%[9.22 µM] | . | 9%[9.22 µM] |
| COC(=O)N1CCC2(CCCN(Cc3ccccc3)C2)CC1 | 0.8%[11.4 µM] | -5% | . | -4% |
| Cc1ccc(Cn2c(SCCN3CCOCC3)nc3c2c(=O)n(C)c(=O)n3C)cc1 | 4.6% | 0% | -6% | 11% |
| CCCCC(=O)Nc1cccc(-c2nc3ncccc3o2)c1C | 4.3% | 1% | -13%[10.9 µM] | 21% |
| CC1CCN(C(=O)CCCOc2ccc(Cl)cc2)CC1 | . | -1% | . | 1% |
| CN(C)CCn1c(C(=O)Nc2ccccc2)cc2ccccc21 | 3.2% | -24% | -15% | -25% |
| Cc1ccc(S(=O)(=O)N2CCN(C(=O)CN3C(=O)NC4(CCOc5ccccc54)C3=O)CC2)cc1 (stereo not drawn) | -0.2% | -1% | -1% | -5% |
| COC1=CC(C)C2CC3OC(=O)CC4C(C)=C(OC)C(=O)C([C@]2(C)C1=O)[C@]34C (stereo partly drawn) | . | -3% | 0% | 12% |
| COc1ccccc1N1CCN(c2ncnc3onc(C)c23)CC1 | 0.1% | 15% | -8%[10.9 µM] | -1% |
| CCc1ccc(N(CC(=O)NC)S(C)(=O)=O)cc1 | 1.7% | 0% | -1% | 8% |
| O=C(CSc1nccn1Cc1ccco1)Nc1ccc(F)cc1 | 1.4% | 6% | -15%[10.9 µM] | 4% |
| COC(=O)[C@H](Cc1ccccc1)NC(=O)[C@@H](C)CO | . | -4%[9.22 µM] | . | 7%[9.22 µM] |
| O=C(CCn1c2c(c3ccccc31)CCCC2)NNC(=O)c1cccc([N+](=O)[O-])c1 | . | 3% | . | -1% |
| COc1ccccc1CNC(=O)c1cc2cc3ccc(Cl)cc3nc2o1 | -2.3% | 2% | -4%[10.9 µM] | 34%[activator] |
| O=C(CCCc1c[nH]c2ccccc12)N1CCN(S(=O)(=O)c2cccs2)CC1 | 2.3% | -4% | -14% | -9% |
| O=C(Cn1ncc2c3ccccc3n(Cc3ccc(Cl)cc3)c2c1=O)NCCCc1ccccc1 | 1.0% | -7% | 5%[10.9 µM] | 11% |
| Cc1cc(C2CCCCC2)n(O)c(=O)c1 | ? | 12% | -14% | ? |
| CCCOc1ccc(C(=O)Nc2cc(-c3nc4cc(C)cc(C)c4o3)ccc2C)cc1 | 3.2% | -4% | -8%[10.9 µM] | 7% |
| O=C(CN1CCN(S(=O)(=O)c2ccc(F)cc2)CC1)Nc1ccc2c(c1)OCO2 | 0.6% | 18% | -15% | 11% |
| COc1cc(OC)cc(C(=O)n2nc(C)cc2C)c1 | . | 0% | . | 12% |
| CCOC(=O)c1cc(-c2ccccc2)n(CC(=O)O)c1C | 0.2% | 7% | -8% | -3% |
| Cc1cc(C)cc(-n2nnc(-c3nc(-c4ccc5c(c4)OCO5)no3)c2C)c1 | -1.4% | -2% | -5%[10.9 µM] | 12% |
| COc1ccc(CCC(=O)NC2CC(=O)N(c3ccc(F)cc3)C2)cc1 (stereo not drawn) | ? | 3% | 8%[10.9 µM] | 6% |
| CCOc1ccc(Cc2nnc(SCC(=O)c3ccc(OC)cc3)o2)cc1 | ? | -5% | -13% | -13% |
| Cc1noc(NS(=O)(=O)c2ccc(NC(=O)CCn3c(=O)oc4ccccc43)cc2)c1C | 5.9% | 0% | -4% | 0% |
| Cn1c(=O)c2cc(NCc3ccccc3)nnc2n(C)c1=O | 2.3% | -7% | -4% | -7% |
| Cc1c(C(=O)O)nnn1-c1ccccc1 | -0.6% | -1% | 2% | 11% |
| COc1cccc(C(=O)Nc2nnc(C(C)C)s2)c1 | 17% | -29% | -66%[inhibitor] | -19% |
| O=C(Nc1c(C(=O)Nc2ccc3c(c2)OCCO3)cnn1-c1ccccc1Cl)c1ccco1 | ? | -5% | -1% | -2% |
| COc1ccc(C(CC(=O)O)NC(=O)c2ccco2)cc1OC (stereo not drawn) | 0.7% | 2% | 0% | 5% |
| O=C(COc1ccccc1)Nc1ncc2c(n1)CCCC2=O | 0.4% | 1% | -12% | 2% |
| COc1ccc(-n2ccnc2SCC(=O)Nc2nnc(C)s2)cc1 | 1.1% | -6% | -10%[10.9 µM] | 0% |
| CCOc1ccc(C(=O)NCC(c2ccc(Cl)cc2)N2CCCCC2)cc1 (stereo not drawn) | ? | -9% | -18%[10.9 µM] | -15% |
| O=C(Nc1nnc(SCc2cc(=O)n3cc(Cl)ccc3n2)s1)c1cccc(F)c1 | ? | 5% | -6%[10.9 µM] | -6% |
| COc1ccc(C2CC(C(F)(F)F)n3ncc(C(=O)Nc4c(C)n(C)n(-c5ccccc5)c4=O)c3N2)cc1 (stereo not drawn) | . | -7% | . | 10% |
| COc1ccccc1-c1nc2c(c(SCC(=O)Nc3c(C)cc(C)cc3C)n1)Cc1c(CO)cnc(C)c1O2 | 0.4% | 0% | -15%[10.9 µM] | 12% |
| CC1CN(C(c2ccco2)c2sc3ncnn3c2O)CC(C)O1 (stereo not drawn) | 1.7% | -15% | -11% | 17% |
| COc1ccccc1-c1nnc(C2CCN(C(=O)c3ccccc3C)CC2)o1 | ? | 0% | -10%[10.9 µM] | 1% |
| CC(Oc1ccccc1)C(=O)NCc1cccnc1 (stereo not drawn) | -0.5% | -2% | . | 4% |
| N#Cc1nc(COc2ccc(F)cc2)oc1N1CCCC1 | -0.1% | 3% | . | -1% |
| COC(=O)c1cc2oc(C)cc2n1CC(=O)N(C)c1ccccc1 | -1.2% | -7% | -2% | 24% |

Other records:
| structure | IkB sig inh | p53ts 32C kill | Imprint erasure | p53ts 39C tox |
| --- | --- | --- | --- | --- |
| Cc1ccc(N(C(=O)CCC(=O)Nc2cc(C)on2)C(C(=O)NC2CCCC2)c2ccncc2)cc1 (stereo not drawn) | -0.3% | -3% | -5% | 3% |
| CCC1CN(C(=O)N2CCC(C(=O)NCc3ccccc3F)CC2)c2ccccc2O1 (stereo not drawn) | -1.7% | 1% | -5%[10.9 µM] | 13% |
| CCCCNc1nc(C)nc2c1nc(-c1ccccc1)n2CCCCN(CC)CC | . | -10% | -15% | -1% |
| CCOC(=O)CCCCC1=CC2=CC(=O)C(C)(O)C(=O)C2=CO1 (stereo not drawn) | . | 9%[9.22 µM] | . | 2%[9.22 µM] |
| COc1ccc(CNC(=O)C2CCN(S(=O)(=O)c3ccc4c(c3)CCCN4C(C)=O)CC2)cc1 | ? | 7% | 9%[10.9 µM] | -25% |
| COc1ccc(-n2c(SCC(N)=O)nnc2-c2cccnc2)cc1 | . | 8% | . | 31% |
| O=C(Oc1ccccc1)N1CCC2(CCCN(c3ccncc3)C2)CC1 | 3.6%[11.4 µM] | -14% | . | -14% |
| COc1ccc(Cc2nc(-c3ccc(Br)o3)no2)cc1OC | 3.3% | -1% | -18% | -9% |
| CCOC(=O)/C(=N\Nc1ccccc1Cl)N1CCN(Cc2ccccc2)CC1 | . | 2% | . | 6% |
| O=c1c2[nH]c3ccc(Cl)cc3c2ncn1CCN1CCCCC1 | -0.6% | -15% | -8% | 7% |
| Cn1c(SCC(=O)Nc2ccccc2F)nnc1-c1cccnc1 | 3.6% | -7% | ? | 12% |
| CCCCN(CCCNC(=O)c1c(C)oc2nc[nH]c(=O)c12)Cc1ccccc1 | -0.3% | -9% | -12%[10.9 µM] | -18% |
| Fc1ccccc1N1CCN(c2nc3ccccc3n3nnnc23)CC1 | ? | 0% | ? | 5% |
| Cc1oc(-c2ccc(Cl)cc2)nc1CN1CCCC(C(=O)NCc2ccccc2)C1 (stereo not drawn) | ? | 1% | -15%[10.9 µM] | -1% |
| CC1CCc2nc3ncn(Cc4cccc(F)c4)c(=O)c3cc2C1 (stereo not drawn) | 1.1% | -4% | -10%[10.9 µM] | -21% |
| Cc1cccc(-n2ncc3c(N4CCN(c5ccccc5)CC4)ncnc32)c1 | -2.6% | 4% | -13%[10.9 µM] | -6% |
| CC(C)c1nn2c(=O)cc(COC(=O)c3ccccc3NC(=O)c3cccs3)nc2s1 | 0.3% | 6% | -8%[10.9 µM] | 4% |
| CCc1ccc(N2CC(c3nnc(NC(=O)c4ccco4)s3)CC2=O)cc1 (stereo not drawn) | ? | -4% | -7%[10.9 µM] | 10% |

By substructure, the compounds so far with two or more sulfur atoms
| structure | IkB sig inh | p53ts 32C kill | Imprint erasure | p53ts 39C tox |
| --- | --- | --- | --- | --- |
| CCc1cc(C(=O)NNC(=S)Nc2ccccc2C)cs1 | . | -21% | . | -15% |
| CSc1nc(C)cc(OCNC(=O)c2cccs2)n1 | -0.4% | 1% | -5% | 15% |
| O=C(CCCc1c[nH]c2ccccc12)N1CCN(S(=O)(=O)c2cccs2)CC1 | 2.3% | -4% | -14% | -9% |
| COc1ccc(-n2ccnc2SCC(=O)Nc2nnc(C)s2)cc1 | 1.1% | -6% | -10%[10.9 µM] | 0% |
| O=C(Nc1nnc(SCc2cc(=O)n3cc(Cl)ccc3n2)s1)c1cccc(F)c1 | ? | 5% | -6%[10.9 µM] | -6% |
| CC(C)c1nn2c(=O)cc(COC(=O)c3ccccc3NC(=O)c3cccs3)nc2s1 | 0.3% | 6% | -8%[10.9 µM] | 4% |
